High-throughput results (PubChem)
STAT1 blocker = reduces IFN-gamma driven STAT1 reporter signal; NIH 3T3 STAT1-luciferase reporter, luminescence; inhibition, % at 5.5 µM; 200,000 compounds, 0.35% hits;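 active means inhibition above a set limit, the mean inhibition across all tested compounds plus 3 SD, cut at about 34% in these data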;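 further: 0% = IFN-gamma with DMSO and 100% = IFN-gamma with 300 µM nifuroxazide; values of inactives mirror those of a sister screen read the other way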
SRC2 TRFRET art = counter-screen for PPARgamma SRC-2 recruitment agonists: TR-FRET artefact. TR-FRET ratio at 8 µM. hits give high values. 200,000 compounds, 0.4% hits; in the data active means TR-FRET ratio above about 2000; further: inactives centre near 1500
TNAP act hi DEA = TNAP (human) activation, high acceptor. 200,000 tested, under 10 active. activation factor at 20 µM. purified TNAP, CDP-star luminescence, 1 M DEA, 30 min; hits give high values; 0 = EDTA background, 1 = DMSO-only activity. P05186. AID 1136;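 active means activation factor at least 2 at 20 µM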
Target sequence (P05186 whole entry, looked up): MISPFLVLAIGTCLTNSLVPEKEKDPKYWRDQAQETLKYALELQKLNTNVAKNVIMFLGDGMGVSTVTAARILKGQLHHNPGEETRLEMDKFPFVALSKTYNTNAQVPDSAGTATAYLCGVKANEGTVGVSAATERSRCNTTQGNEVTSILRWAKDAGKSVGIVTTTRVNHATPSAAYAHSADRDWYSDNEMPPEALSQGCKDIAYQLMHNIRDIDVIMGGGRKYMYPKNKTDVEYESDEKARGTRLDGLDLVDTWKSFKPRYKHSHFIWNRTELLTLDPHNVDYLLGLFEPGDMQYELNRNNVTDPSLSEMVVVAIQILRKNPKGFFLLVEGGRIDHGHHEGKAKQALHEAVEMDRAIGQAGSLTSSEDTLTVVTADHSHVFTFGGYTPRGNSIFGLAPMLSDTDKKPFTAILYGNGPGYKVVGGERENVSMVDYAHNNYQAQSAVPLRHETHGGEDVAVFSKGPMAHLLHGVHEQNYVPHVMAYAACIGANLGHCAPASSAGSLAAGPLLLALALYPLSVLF
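Dosing: 20 µM single point. System: human TNAP. Amount: TNAP 1/800 final. Incubation: 30 min, room temperature. Read-out: TNAP activation factor scaled between EDTA and DMSO control wells. Signal: luminescence from CDP-star hydrolysis. Medium: 1 M DEA, pH 9.8, Mg2+, Zn2+. Control set: EDTA negative control, DMSO positive control.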
PPARg SRC-3 ag = promotes SRC-3 coactivator recruitment by human PPARgamma; AID 731; P37231; biochemical PPARgamma/SRC-3 coactivator recruitment assay; 200,000 compounds, 0.26% hits; activation, % at 8 µM; in the data active means activation above about 23%;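 further: 0% = DMSO and 100% = reference agonist; some compounds past the cut are filed as inactive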
bIAP inh = blocks bovine intestinal alkaline phosphatase activity; purified bovine IAP, CDP-star luminescence, 30 min; 190,000 tested, under 10 active; inhibition, % at 20 µM;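 active means over 50% inhibition of intestinal alkaline phosphatase at 20 µM in the single-dose screen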
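Incubation: 30 min reaction at room temperature / Material: purified bovine intestinal alkaline phosphatase (IAP) enzyme / Input: enzyme at 1/65,000,000 dilution / Dosing: 20 µM single dose / Signal: CDP-star luminescence signal / Reagent: CDP-star chemiluminescent phosphatase substrate, 30 µM final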
ROMK mod = modulators of human ROMK potassium channel. P48048. Tet-inducible ROMK, thallium flux fluorescence; actives lie on both sides. B-score at 10 µM. 130,000 compounds, 2% hits. AID 1918;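 active means signal ratio slope over the read window, or its plate-corrected B-score, at least 3 SD from the plate mean, either direction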;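 further: B-score of the F/F0 ratio slope over 7 to 12 s after thallium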
Target sequence (P48048 whole entry, looked up): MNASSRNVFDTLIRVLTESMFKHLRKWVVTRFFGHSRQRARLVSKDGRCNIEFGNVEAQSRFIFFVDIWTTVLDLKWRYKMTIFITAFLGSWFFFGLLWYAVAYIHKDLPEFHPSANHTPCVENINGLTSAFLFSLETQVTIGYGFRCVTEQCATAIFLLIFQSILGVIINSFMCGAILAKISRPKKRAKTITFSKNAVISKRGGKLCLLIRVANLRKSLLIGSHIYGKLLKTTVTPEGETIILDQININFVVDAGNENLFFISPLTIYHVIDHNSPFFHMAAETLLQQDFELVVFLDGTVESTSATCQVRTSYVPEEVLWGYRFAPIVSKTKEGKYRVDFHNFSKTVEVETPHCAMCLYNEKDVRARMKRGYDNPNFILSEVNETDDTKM
STAT3 act = increases IL-6 driven STAT3 reporter signal; U3A cells, IL-6 STAT3-luciferase reporter, luminescence; 100% = signal with IL-6 EC80 alone; activation (% of control), % at 5.6 µM; AID 871; 190,000 compounds, 0.91% hits;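 active means activation above the screen-wide mean of compound activation plus 3 SD, cut at about 130% in these data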;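 further: 0% = background luminescence of wells with medium and substrate only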
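Test system: Human STAT1-deficient U3A cells with stable STAT3-luciferase reporter | Also added: Interleukin-6, 33 ng/mL | Timing: Compound pre-incubation 1 h before IL-6, then 6 h stimulation at 37 °C | Technique: Luciferase reporter luminescence | Read-out: Percent of IL-6-only median luminescence | Benchmarks: IL-6-only wells as 100% reference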
STAT3 inh = inhibitors of IL-6 induced STAT3 signaling | U3A cells, IL-6 STAT3-luciferase reporter, luminescence; host cell line lacks STAT1 | inhibition, % at 5.5 µM | 190,000 compounds, 0.89% hits | AID 862;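 active means inhibition above the mean inhibition across all screened compounds plus 3 SD, cut at about 44% in these data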;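 further: 0% = DMSO only wells and 100% = 100 µM nifuroxazide control wells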
PPARg SRC2 recr = PPARgamma-driven SRC-2 recruitment agonism; P37231; PPARgamma LBD-SRC-2 recruitment, biochemical; activation, % at 8 µM; 200,000 compounds, 0.34% hits; in the data active means activation above about 22%;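 further: 0% = vehicle and 100% = reference agonist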
PPARg SRC-1 ag = PPARgamma-driven SRC-1 recruitment agonism. activation, % at 8 µM. P37231. PPARgamma-SRC-1 coactivator recruitment biochemical assay. AID 631. 200,000 compounds, 0.41% hits; in the data active means activation above about 19%;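 further: 0% = DMSO and 100% = reference agonist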
bIAP act = increases bovine intestinal alkaline phosphatase activity; purified bovine IAP, CDP-star luminescence, 30 min; hits give high values; fold of DMSO-control signal, blank-subtracted; activation factor at 20 µM; 200,000 compounds, 0.17% hits; AID 1016;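 active means activation factor of 2 or more at 20 µM, a signal rise over negative controls twice the positive control's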
* marks the source's active call; other numbers are inactive results; / = no result given.

Compound	STAT1 blocker	SRC2 TRFRET art	TNAP act hi DEA	PPARg SRC-3 ag	bIAP inh	ROMK mod	STAT3 act	STAT3 inh	PPARg SRC2 recr	PPARg SRC-1 ag	bIAP act
Cc1nnc(SCCOc2ccccc2)s1	-15	1498	1	0	-8	-0.78	92	14	7	7	1.1
CCCc1nnc(SCc2ccc(OCC)cc2)n1N	0	1589	1	-2	5	-0.033	97	8	-2	-6	0.9
COC(CNC(=O)c1ccc(N2CCCC2=O)cc1)OC	4	1593	1.1	6	-7	/	96	6	18	2	1.1
COC(=O)CSc1nnc(CNc2ccc(Cl)cc2)n1Cc1ccccc1	-4	1545	1.1	4	-3	/	106	-2	-11	4	1
Cc1ccc(C(=O)Nc2cnc3ccccn3c2=O)cc1	-34	1425	1.1	-2	8	0.34	87	14	5	2	0.9
CCOC(=O)c1sc(/N=C/c2c(O)ccc3ccccc23)cc1C	0	1539	1	4	11	-0.96	95	8	0	5	0.9
Fc1ccccc1Nc1nc(-c2ccncc2)nc2ccccc12	0	1696	1	2	4	-0.25	89	14	-1	7	1
CC1(C)CC2CC(C)(CN2C(=O)Cc2ccccc2)C1 (centres undefined)	3	1456	0.9	1	2	0.029	104	-3	0	-2	1
Cc1ccc(N=CC2=C(O)CC(C)(C)CC2=O)nc1	9	1641	1	-4	6	-0.4	103	2	-2	10	0.9
O=C(NNC(=S)NC(=O)c1ccccc1[N+](=O)[O-])c1ccc(Cl)cc1Cl	-4	1441	1.1	-5	-4	-1.4	101	3	-4	-6	1
O=C(NNc1c(Cl)cc(Cl)cc1Cl)c1cccc([N+](=O)[O-])c1	4	1729	1	2	10	/	107	-8	-3	3	0.9
CCN(CC)CCCNC(=O)CSc1nc2c(c(C(F)(F)F)n1)CCc1ccccc1-2	3	1555	1	0	2	-1	112	-11	12	2	1
Brc1ccc2nc(N3CCCC3)sc2c1	-39	1418	1	-2	5	-0.94	78	30	-4	-3	0.9
COC(=O)c1ccc(CSc2ccc3nnc(-c4ccc(OC)cc4)n3n2)o1	3	1346	1	1	4	-0.0035	79	32	-7	-12	1
COc1ccc(NC(=O)CSc2nc(O)cc(=O)n2C)cc1	2	1421	1	-2	3	0.052	96	10	1	-8	1
Cn1cccc1CC(=O)N/N=C/c1cccc([N+](=O)[O-])c1	1	1543	1	4	-7	0.017	103	-3	10	8	1.1
C=CCC(=O)OCCCCCCOc1ccc(C(=O)O)cc1	-7	1549	1.1	-3	7	/	102	3	-5	-2	0.9
COCCn1nnnc1C(c1cc2ccc(OC)cc2[nH]c1=O)N1CCN(C2CCCCC2)CC1 (centres undefined)	-3	1242	1.1	-6	-4	/	101	-1	-4	-3	1
CCN(CC)S(=O)(=O)c1cccc(C(=O)N[C@H](C(=O)OCC(N)=O)C(C)C)c1	-1	1419	1	-6	6	2.5	99	1	-3	2	0.9
O=C(Nc1cccnc1)c1sc(Nc2ccccc2F)nc1-c1ccccc1	-24	3029*	1.1	31*	5	0.97	113	-9	48*	50*	1
Cc1ccc(S(=O)(=O)N(CC(=O)N=Nc2c(O)[nH]c3ccccc23)c2ccc(C)c(C)c2)cc1	-3	1504	1	-1	3	/	115	-20	-5	1	1
CC(C)NC(=O)C1CCN(C2CCN(Cc3nc(C(C)C)cs3)CC2)CC1	2	1631	1.1	0	-24	-0.038	99	6	-6	2	1.2
COc1ccc(N2CCN(C(=O)c3cccn4c(=O)c5ccccc5nc34)CC2)cc1	0	1609	1	0	3	0.58	92	15	-2	-5	1
OC(CN1CCN(Cc2ccc3c(c2)OCO3)CC1)c1c[nH]c2ccccc12 (centres undefined)	0	1462	1	-13	7	/	106	-2	-7	-8	0.9

Profiles, looked up by structure:
Cc1ccc(S(=O)(=O)N(CC(=O)N=Nc2c(O)[nH]c3ccccc23)c2ccc(C)c(C)c2)cc1 across the screens: STAT1 blocker = -3; SRC2 TRFRET art = 1504; TNAP act hi DEA = 1; PPARg SRC-3 ag = -1; bIAP inh = 3; ROMK mod = /; STAT3 act = 115; STAT3 inh = -20; PPARg SRC2 recr = -5; PPARg SRC-1 ag = 1; bIAP act = 1
C=CCC(=O)OCCCCCCOc1ccc(C(=O)O)cc1 across the screens: STAT1 blocker = -7; SRC2 TRFRET art = 1549; TNAP act hi DEA = 1.1; PPARg SRC-3 ag = -3; bIAP inh = 7; ROMK mod = /; STAT3 act = 102; STAT3 inh = 3; PPARg SRC2 recr = -5; PPARg SRC-1 ag = -2; bIAP act = 0.9

Next structures follow.
Compound	STAT1 blocker	SRC2 TRFRET art	TNAP act hi DEA	PPARg SRC-3 ag	bIAP inh	ROMK mod	STAT3 act	STAT3 inh	PPARg SRC2 recr	PPARg SRC-1 ag	bIAP act
COc1ccccc1N1CCN(C(c2cc3cc(C)ccc3[nH]c2=O)c2nnnn2C2CCCC2)CC1 (centres undefined)	-1	1587	1	-6	8	/	106	-4	6	3	0.9
O=C(NCc1ccco1)c1ccccc1F	-3	1562	1.1	1	12	0.38	101	-5	4	1	0.9
CCOc1ccc(-n2c(SCC(=O)Nc3ccc(OC)cc3)nc3c(c2=O)SCC3)cc1	5	1397	1.1	4	-14	-0.18	98	6	4	-2	1.1
O=C(OCC(=O)N1CCOCC1)c1ccc2c(c1)OCCO2	-11	1602	1.1	7	0	-0.5	95	7	8	6	1
COC(=O)C1C(=O)c2c([nH]c(C(=O)OC3CCCCCC3)c2C)CC1C (centres undefined)	-18	1655	1	5	7	/	99	1	5	-2	0.9
O=C(Cn1ncc2c(=O)oc3ccccc3c21)NCCN1CCN(c2ccccc2F)CC1	-1	1390	1	-5	6	/	103	-3	-5	-2	0.9
CC(=O)C1=C(c2ccccc2)OC(N)=C(C#N)C1c1ccccc1F (centres undefined)	3	1549	0.9	-2	5	-0.17	98	3	-1	6	0.9
CCC(C)NC(=O)CN1C(=O)C(CC)Sc2ccccc21 (centres undefined)	3	1384	1	-1	8	0.018	100	12	-1	-8	0.9
C=CCNC(=O)CN(c1ccc(F)c(Cl)c1)S(C)(=O)=O	-1	1528	1	-5	-1	-0.66	104	0	0	-8	1
O=C(c1ccc(S(=O)(=O)N2CCCCC2)cc1)N1CCN(c2ccccc2F)CC1	-5	1387	1	-1	4	/	109	-10	0	-6	1
CNC(=O)COC(=O)/C=C/c1cccc(F)c1	0	1494	1	1	0	/	105	-3	-1	4	1
COC(=O)CNc1nc(Cl)nc(Nc2ccc(Cl)cc2)n1	-12	1345	1	2	12	-0.55	99	3	4	-7	0.9
Cc1cc(C(F)(F)F)nn1Cc1n[nH]c(=S)n1-c1cccc(Cl)c1	14	1419	1.1	3	16	/	109	-5	6	-1	0.8
CCOC(=O)c1c(CSC(=N)N)n(-c2ccc(C)cc2)c2cc(Br)c(OC(C)=O)cc12	3	1466	1	-10	32	/	105	-5	-2	-5	0.7
CC(C)(CO)Nc1nc(N2CCCC2)nc(N2CCCC2)n1	-7	1414	1	8	13	/	104	-1	-5	-9	0.9
CC(C)CCN(C(=S)Nc1cccc(F)c1)C1CCN(C(C)C)CC1	-1	1451	1	0	-3	-1.3	105	0	-1	-4	1
CCC1(CC)Cc2ccccc2C(C2=C(O)CC(C)(C)CC2=O)=N1	-2	1526	1	8	8	0.31	103	1	6	8	0.9
CCOC(=O)CC(=O)c1cc(OC)c(OC)c(OC)c1	-1	1680	1	-4	7	/	97	9	8	4	0.9
CC(=O)Nc1nc(COc2ccc3ccccc3c2)cs1	-19	1581	1.1	9	-2	/	100	4	3	-1	1
O=C(Cc1nc2ccccc2[nH]1)c1ccc(Br)cc1	-27	1273	1	2	-31	/	89	14	3	0	1.3
COc1cc(/C=C2/NC(=O)N(CC(=O)Nc3cccc(C)c3)C2=O)ccc1OCC(N)=O	3	1695	1	6	-19	0.52	98	12	2	17	1.2
O=[N+]([O-])c1ccc(O)c(/C=N/Nc2ccccc2Cl)c1	-26	1965	0.8	2	-16	0.018	83	25	2	1	1.2
COc1ccccc1C1CC(=O)Nc2c1c(=O)n(C)c(=O)n2C (centres undefined)	4	1555	1.1	3	12	/	94	16	1	2	0.9
Cn1c(=O)c2nc(NCc3ccccc3)cnc2n(C)c1=O	1	1565	1.1	3	2	-2.5	90	13	-1	3	1
O=C(O)C1C2CCC(O2)C1C(=O)NCc1ccccc1Br (centres undefined)	2	1684	1.1	2	-3	-0.12	97	10	9	-5	1
CC1CCCC(N2CCN(C(=O)c3ccc(F)cc3)CC2)C1 (centres undefined)	6	1636	/	-3	/	/	106	-2	7	-1	/
CC(C)(C)c1ccc(C(=O)N2CCNCC2)cc1	-7	1369	1	4	12	0.41	98	0	2	2	0.9
CC1CCN(c2nc(NCc3ccco3)nc(N)c2[N+](=O)[O-])CC1	5	1490	1.1	0	5	-0.57	114	-20	0	0	0.9
Cc1ccc(C)c(NC(=O)Cc2coc3cc4c(cc23)CCC4)c1	-15	1508	1.1	2	15	0.9	111	-9	4	4	0.8
CC1(C(=O)NCc2ccc(Cl)c(Cl)c2)Oc2ccccc2NC1=O (centres undefined)	9	1627	1	6	-6	-1.5	92	14	-1	10	1.1
Clc1ccccc1CSc1cc2c(nn1)-c1ccccc1CC2	-31	1655	1.1	-3	32	/	112	-8	13	8	0.7
CCOC(=O)c1nn(-c2ccc(F)cc2)c2c1CC/C2=C/c1ccccc1	4	1471	1	0	29	/	98	-2	1	-1	0.7
CCN(C(=O)COC(=O)c1n[nH]c2ccccc12)C1CCS(=O)(=O)C1 (centres undefined)	1	1543	1.1	-3	8	0.77	103	-4	-8	-1	0.9
CN(C)C(CNC(=O)c1ccc(S(=O)(=O)N(C)C)cc1)Cc1ccccc1 (centres undefined)	9	1661	1	1	-10	-0.75	93	11	13	11	1.1
CC(C)N1CCN(Cc2cccc(-c3ccco3)c2)CC1CCO (centres undefined)	-2	1584	1	1	-5	-0.17	102	3	4	5	1.1
CCC(=O)N(Cc1ccco1)c1nc(C(=O)Nc2ccc(Cl)cc2)c(C)s1	2	1971*	1	3	14	/	110	-13	19	14	0.9
COC(=O)COc1cccc(/C=N/NC(=O)CCSc2ccccc2)c1	1	1544	1.1	5	12	-0.88	98	7	9	12	0.9
O=C(Nc1ccc(N=Nc2ccccc2)cc1)c1ccc(Cl)cc1Cl	-8	1482	1	0	10	/	88	24	1	4	0.9
C=CCN1C(=O)C(Cc2ccc(OCC)cc2)SC1=Nc1ccc(C(=O)O)cc1 (centres undefined)	11	1730	1	-2	29	0.78	100	-2	-2	-2	0.7

An unsorted share of the library. Share with any hit: about 3.7%.
